From PubChem BioAssay
Polio RdRp inh – inhibitors of poliovirus RNA polymerase binding and polymerization; poliovirus polymerase elongation, fluorescence polarization; hits give low values; 150,000 tested, 0.66% active; AID 588519; % elongation, % (compound at 16.7 µg/mL); in the data active means % elongation below about 90%; further: some results filed as inactive read as strong as hits
Target sequence (P03300 1749-2209 limits assumed): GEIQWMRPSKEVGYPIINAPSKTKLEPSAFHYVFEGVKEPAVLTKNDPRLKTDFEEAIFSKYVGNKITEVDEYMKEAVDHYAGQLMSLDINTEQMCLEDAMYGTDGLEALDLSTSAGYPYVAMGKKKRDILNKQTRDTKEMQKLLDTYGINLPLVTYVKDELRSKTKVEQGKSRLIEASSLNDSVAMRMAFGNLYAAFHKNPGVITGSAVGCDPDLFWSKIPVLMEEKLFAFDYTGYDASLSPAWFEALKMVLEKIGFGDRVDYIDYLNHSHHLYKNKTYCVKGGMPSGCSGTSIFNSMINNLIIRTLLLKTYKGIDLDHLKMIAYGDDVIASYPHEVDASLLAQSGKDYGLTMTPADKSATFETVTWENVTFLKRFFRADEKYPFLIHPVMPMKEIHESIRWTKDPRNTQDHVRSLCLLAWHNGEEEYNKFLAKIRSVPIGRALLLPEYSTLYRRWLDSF
Polio RdRp inh FP z-score – second read-out of Polio RdRp inh, no call of its own (marks repeat the call); z-score; measured here: FP z-score; hits read low
* = called active by the depositor; & = joins results of further samples.

Start of the listing, in advance (four entries):
Each structure is followed by: Polio RdRp inh | Polio RdRp inh FP z-score
Cc1ccccc1C(=O)Nc1nnc(SCc2cc(=O)n3ccccc3n2)s1
  103 | -0.6
O=C(c1cn(-c2ccccc2)nc1-c1cccs1)N(CCO)Cc1ccccc1
  104 | 0.4
Cc1cc(NC(=O)CN2CCCCC2)nc2c1c(=O)oc1ccccc12
  100 | -0.2
CNC(=O)O/N=C(\N)Cc1csc2ccccc12
  98 | -0.7

Main list (from the top)
Each structure is followed by: Polio RdRp inh | Polio RdRp inh FP z-score
Cc1ccccc1C(=O)Nc1nnc(SCc2cc(=O)n3ccccc3n2)s1
  103 | -0.6
O=C(c1cn(-c2ccccc2)nc1-c1cccs1)N(CCO)Cc1ccccc1
  104 | 0.4
Cc1cc(NC(=O)CN2CCCCC2)nc2c1c(=O)oc1ccccc12
  100 | -0.2
CNC(=O)O/N=C(\N)Cc1csc2ccccc12
  98 | -0.7
N#Cc1ccc(NC(=O)COC(=O)CSc2ccccc2)cc1
  106 | 0.6
C(=N\Nc1nc2ccccc2[nH]1)/C1CCCCC1
  105 | 0.3
O=C(c1ccco1)c1cn(-c2ccccc2)nc1C(=O)c1nc2ccccc2s1
  106 | 0.3
CCCOc1ccc(-c2nn(-c3ccccc3)cc2/C=C(\C#N)C(=O)NCc2ccco2)cc1
  107 | 0.4
COc1ccccc1CNC(=O)c1nnn(CC(=O)Nc2c(C)cccc2C)c1N
  101 | -0.2
COc1ccc(C(N)CCc2ccc(C)o2)cc1 (configuration not stated)
  101 | -0.1
Cc1ccc(-n2cccc2)c(NC(=O)C(c2ccccc2)C2CCCC2)c1 (configuration not stated)
  102 | -0.5
CCCN(CCC)C(=O)c1ccc2c(c1)N(Cc1ccccc1)C(=O)CS2=O (configuration not stated)
  100 | -0.4
CCOC(=O)c1ccc(-c2ccc(-c3nc4cc(C(=O)OCC)ccc4n3CC)o2)cc1
  152 | 7.6
O=C(NCn1nnc(-c2ccncc2)n1)c1ccccc1
  101 | -0.2
CC(=O)N1CCC(N(Cc2ccco2)C(=O)Nc2cccc(C)c2)CC1
  116 | 0.9
Cc1ccc(S(=O)(=O)NCCSc2nncn2-c2ccc(C)c(Cl)c2)cc1
  103 | -0.1
O=C1CN(C(=O)c2ccc(Cl)cc2Cl)C(c2ccc(F)cc2)c2cc(F)ccc2N1 (configuration not stated)
  108 | 0.6
CC(OC(=O)c1cccs1)C(=O)NCC1CCCO1 (configuration not stated)
  102 | -0.3
Cc1c(C(=O)N=Nc2c(O)n(CC(=O)O)c3ccccc23)nnn1-c1nonc1N
  101 | 0
CC1CCN(C(=O)C23CCC(C)(C(=O)O2)C3(C)C)CC1 (configuration not stated)
  102 | 0.1
CN1CCc2c(sc3c2C(=O)NC(c2ccc(OC(=O)c4ccccc4Cl)cc2)N3)C1 (configuration not stated)
  104 | 0.6
COC(=O)c1ccc(CSc2nnc3ccccn23)o1
  105 | 0.2
Cc1ccc(NC(=S)Nc2cccc(C(F)(F)F)c2)cc1NS(C)(=O)=O
  98 | -1.1
COc1ccc(C2OC(=O)CC2C(=O)NC2CCCC(C)C2C)cc1OC (configuration not stated)
  102 | 0.8
CCOC(=O)c1sc(NC(=O)COc2ccc3c(c2)OCO3)nc1C
  103 | 0.4
Cc1ccc(C(CNC(=O)CCc2ccccc2)N2CCN(C)CC2)cc1 (configuration not stated)
  100 | -0.9
COc1ccc(OC)c(/C=C/C(=O)Nc2ccc(C(=O)OCCC(C)C)cc2)c1
  107 | 0.5
COc1cc(C2=C/C(=C3/N=C(c4ccco4)OC3=O)c3ccccc3O2)cc(OC)c1OC
  101 | 0
S=c1[nH]nc(CCCc2n[nH]c(=S)o2)o1
  91 | -2.3
O=C(c1cnc2c3ccccc3nn2c1)c1ccccc1O
  45 | -7.8
Cc1ccc(S(=O)(=O)/C(C#N)=C/c2sccc2C)cc1
  102 | 0.3
CC1CC(C)CN(C(=O)COC(=O)c2cccc(S(=O)(=O)N(C)C)c2)C1 (configuration not stated)
  104 | 0.2
COC(=O)C1(CO)NC(c2ccccc2F)C2C(=O)N(c3ccccc3)C(=O)C21 (configuration not stated)
  100 | -0.8
Cc1c(C(=O)O)oc2ccccc12
  101 | -0.2
CCN1C(=O)N/C(=C/c2cn(Cc3ccccc3)c3ccccc23)C1=O
  103 | 0.6
CC1=C2C[C@H]3[C@@H](CC=C4C[C@@H](O)CC[C@@]43C)[C@@H]2CC[C@]12O[C@@H]1C[C@H](C)CN[C@H]1C2C (some centres not stated)
  100 | 0
Cc1ccc2nc(CSc3nnc(COc4ccccc4Cl)o3)cn2c1
  98 | -0.3
Cc1ccc(Cl)cc1NC(=O)CN1C(=O)c2ccccc2Sc2ncccc21
  107 | -0.1
CCOc1cc(C2C(C(N)=O)=C(C)Nc3ncnn32)cc(Br)c1O (configuration not stated)
  110 | 0.9
CCOc1ccc(C2CC(=O)n3nc(-c4ccc(C)cc4)nc3S2)cc1 (configuration not stated)
  104 | -0.2
O=C(Nc1coc2ccccc12)c1ccc(C(F)(F)F)cc1
  101 | -0.5
CCOc1ccc(NC(=O)c2cc(S(=O)(=O)N3CCC(C)CC3)cn2C)cc1
  112 | 1.4
CCOC(=O)C1CCCN(C(=O)CCCN2C(=O)COc3ccc(C)cc32)C1 (configuration not stated)
  103 | 0.3
Cc1ccc(C(=O)Nc2ccc(C(=O)O)cc2)cc1S(=O)(=O)Nc1ccccc1
  104 | 0.1
Nc1nc(-c2cccnc2)nn1C(=O)CCc1ccccc1
  99 | -0.4

In a second layout: 4 of the compounds above
CCN1C(=O)N/C(=C/c2cn(Cc3ccccc3)c3ccccc23)C1=O
  Polio RdRp inh: 103	Polio RdRp inh FP z-score: 0.6
CC1CC(C)CN(C(=O)COC(=O)c2cccc(S(=O)(=O)N(C)C)c2)C1 (configuration not stated)
  Polio RdRp inh: 104	Polio RdRp inh FP z-score: 0.2
Cc1ccc(C(=O)Nc2ccc(C(=O)O)cc2)cc1S(=O)(=O)Nc1ccccc1
  Polio RdRp inh: 104	Polio RdRp inh FP z-score: 0.1
Cc1ccc(Cl)cc1NC(=O)CN1C(=O)c2ccccc2Sc2ncccc21
  Polio RdRp inh: 107	Polio RdRp inh FP z-score: -0.1

Profiles, quoted from the list. Screens in order: Polio RdRp inh, Polio RdRp inh FP z-score
Profile of COc1ccc(C2OC(=O)CC2C(=O)NC2CCCC(C)C2C)cc1OC (configuration not stated) = 102, 0.8
Profile of Nc1nc(-c2cccnc2)nn1C(=O)CCc1ccccc1 = 99, -0.4

(cont.)
Each structure is followed by: Polio RdRp inh | Polio RdRp inh FP z-score
O=C(CN1CCN(c2ccccn2)CC1)N(Cc1ccccc1)Cc1ccccc1
  90 | -1.9
Cc1noc2[nH]cnc(=S)c12
  103 | 0.5
CCn1cc(C(=O)NCCc2ccccc2)c(=O)c2cc(S(=O)(=O)N(C)C3CCCCC3)ccc21
  107 | 0.4
N#Cc1ccccc1NC(=O)CC1Nc2ccccc2NC1=O (configuration not stated)
  102 | -0.2
O=C(NCCCn1ccnc1)c1ccc(Cl)cc1
  99 | -0.6
Fc1cccc(F)c1N=Cc1cccnc1
  102 | -0.1
COc1ccc(CCNc2oc(/C=C/c3ccc(OC)c(OC)c3)nc2C#N)cc1
  111 | 0.7
COc1ccc(C)cc1NC(=O)c1ccccc1OC(F)F
  102 | -0.2
Cc1ccccc1Cn1nnc2c(=O)[nH]c(C3CCN(C(=O)c4ccccc4Cl)CC3)nc21
  104 | -0.6
COCc1cc(C)n(CC(=O)Nc2cccc(C(C)=O)c2)c(=O)c1C#N
  107 | 0.6
Cc1nn(-c2ccccc2)c(OC(=O)C(C)C)c1S(=O)(=O)c1ccccc1
  102 | 0.5
N#CCSc1nc2ccc(N3CCOCC3)cc2c(=O)n1CCc1ccccc1
  101 | -0.4
Cc1ccc(NC(=O)c2oc3ccc(S(=O)(=O)N(C)C4CCCCC4)cc3c2C)cc1C
  105 | 1.4
C/C(=N\Nc1ccccc1Cl)C(c1ccccc1)N1CCOCC1 (configuration not stated)
  103 | 0.2
COc1ccc(N(CC(=O)Nc2cc(OC)cc(OC)c2)S(=O)(=O)c2c(C)noc2C)cc1
  106 | 0.3
COc1cc(C(=O)Nc2ccc(NC(=O)c3ccc(C(C)(C)C)cc3)cc2)cc(OC)c1OC
  103 | 0
CCNc1nc(Cl)nc(N(C)C#N)n1
  103 | 0.8
CCN(CC)CCNC(=O)c1nn(-c2ccc(OC)c(Cl)c2)c(=O)c2c1c1ccccc1n2C
  105 | 0.2
N#CC1COc2ccccc2O1 (configuration not stated)
  99 | -0.9
Cc1cc(OCC(=O)NC(Cc2c[nH]c3ccccc23)C(=O)O)ccc1Cl (configuration not stated)
  106 | 0.5
CSC(=NCc1ccccc1)Nc1cc(-c2ccccc2)[nH]n1
  102 | -0.2
CCOc1ccc(/C=C/C(=O)Nc2ccc3nc(N(CC)CC)cc(C)c3c2)cc1OC
  109 | 1.4
CCOc1ccc(OCC)c(NS(=O)(=O)c2cc(-c3cnc(C)o3)ccc2OC)c1
  105 | -0.3
Nn1c(-c2ccncc2)nncc1=O
  102 | 0.8
COc1ccc(-c2nsc(NC(=O)c3cccc(OC)c3)n2)cc1
  108 | 0.5
Cc1cc(C(=O)NCc2cccn2C)nn1C
  102 | 0
COc1ccc(CNC(=O)CN(C)c2ccccc2)cc1
  104 | 0.5
CCOC(=O)C1CCCCN1S(=O)(=O)c1ccc2ccccc2c1 (configuration not stated)
  101 | -0.2
CCc1ccc(NC(=O)CN2C(=O)C(c3ccc(F)cc3)=NC2(C)C)cc1
  108 | 0.3
CSC(=CC(=O)c1ccco1)SC
  104 | 0.5

Additional results
SMILES,Polio RdRp inh,Polio RdRp inh FP z-score
CN(CC(=O)Nc1ccc(F)c(F)c1F)CN1C(=O)C2CC=CCC2C1=O (configuration not stated),101,-0.1
CN1CCN(Cc2nc(N)nc(Nc3ccccc3)n2)CC1,103,0.4
Cc1ncsc1CCOC(=O)c1ccc2c(c1)S(=O)(=O)c1ccccc1C2=O,102,0.1
CCCCn1c(SCn2nnc3ccccc3c2=O)nc2cc(S(=O)(=O)N3CCCCC3)ccc21,101,-0.2
O=C(O)CNC(=O)c1ccc(Oc2ccccc2)cc1,105,0.4
CCOC(=O)c1cccc(OCC(O)CNCC(c2ccc(OC)cc2)N2CCCC2)c1 (configuration not stated),98,-0.5
CC(Sc1nc2cc(Cl)ccc2c(=O)n1Cc1ccco1)C(=O)Nc1ccc(Cl)cn1 (configuration not stated),111,1
Cc1cc(C)c(NC(=O)C(C)n2nnc3sc4c(c3c2=O)CCCC4)c(C)c1 (configuration not stated),98,-1.5
CC1CCN(S(=O)(=O)c2ccc3nc(Nc4cccc(F)c4)ccc3c2)CC1,104,-0.6
CSC1=NCCN1CC(=O)c1ccc(F)cc1,108,0.4
CC1CCCCN1Cc1c(O)ccc2c(=O)c(-c3ccccc3)coc12 (configuration not stated),103&101,-0.5&0.1
O=C(O)/C=C/CC(=O)O,93,-0.9
CCOc1ccc(-c2nonc2NC(=O)c2oc3ccc(C)cc3c2C)cc1OCC,104,-0.5
O=C1NNC(=S)C1C1CC1 (configuration not stated),99,-0.3
Cc1ccc(-n2c(Sc3cnccn3)nnc2-c2ccccc2)cc1C,103,0.2
CCOC(=O)c1nnn(C(CC)C(=O)Nc2ccc(F)cc2)c1C(=O)OCC (configuration not stated),114,0.4
CCCN=c1ssc(=O)n1CCC,91,-2.3
COc1ccc(CNC(=O)c2ccc3nc(CCc4ccccc4)oc3c2)cc1,111,1
Cc1ccc(C(=O)Nc2ccc(S(=O)(=O)N(Cc3ccccc3)c3ccccc3)cc2)cc1,104,-0.2
O=S(=O)(NCCS(=O)(=O)N1CCN(c2ccccc2)CC1)c1ccccc1,101,-1.4
Cc1c(C(=O)Nc2ccccc2Cl)sc2nc3n(c(=O)c12)N=C(c1cc(O)ccc1O)CS3,103,0.1
O=C(CSc1nnc(SCC(=O)N2CCCC2)s1)N1CCCC1,103,0.2
O=C(Cc1coc2cc3c(cc12)CCC3)OC1CCCCC1=O (configuration not stated),101,0.1
CCOC(=O)c1nnc(Cc2ccc(F)cc2)o1,97,-2.2
NC(=S)COc1cc(Cl)cc(Cl)c1,102,0.1
OC[C@H]1O[C@@H](O[C@@H]2[C@@H](CO)O[C@](O)(CO)[C@H]2O)[C@H](O)[C@@H](O)[C@H]1O,100,0.1
Cc1ccc(C)c(N2CCN(C(c3ccc(F)cc3)c3nnc(-c4ccccc4)o3)CC2)c1 (configuration not stated),103,-0.5
Cc1ccc(CSc2nc3cc(C(=O)NC4CCCC4)ccc3c(=O)n2Cc2ccccc2)cc1,104,-0.9
Cc1ccc(C)c(CN2C(=O)C3(c4ccccc42)N(c2cccc(C(F)(F)F)c2)C(=O)CS3(=O)=O)c1 (configuration not stated),108,0.6
CC(C)c1ccccc1NC(=O)CC1(CC(=O)O)CCCC1,99,-1.2
Cc1nc2cc(-c3cccc(F)c3)nn2c(C)c1CCC(=O)Nc1ccc2c(c1)OCCO2,99,-1.7
NC(=O)c1ccc(NC(=O)COC(=O)C2CC(=O)N(Cc3ccccc3)C2)cc1 (configuration not stated),103,0
ON=C1CCCCCCCCCCC1,104,0.4
NC(=O)COC(=O)c1ccccc1OCc1ccccc1,102,0.3
COC(=O)c1c(N)sc2c1CCN(C)C2,99,-0.5
COc1ccc(NC(=O)CSc2c3c(nc4ccc(Cl)cc24)CCCC3)cc1Cl,98,-1.2
NC(=O)CSc1nnc(-c2ccco2)n1Cc1ccco1,100,-0.2

This is a subset; count on the stated rates, not on these rows.
